Screening data deposited in PubChem BioAssay by National Center for Advancing Translational Sciences (NCATS).
LmPK inh = LmPK (Leishmania mexicana) enzyme inhibition; purified LmPK, Kinase-Glo ATP luminescence, 1 h; Q27686; AID 1721; actives 0.37% (n = 290,000); Potency, µM (series often up to 57.5 µM), for inactives: top-dose activity change, negative = inhibition, hits mostly inhibitors; further: potency means the concentration at half of the fitted maximal effect
Target sequence (Q27686 whole entry, looked up): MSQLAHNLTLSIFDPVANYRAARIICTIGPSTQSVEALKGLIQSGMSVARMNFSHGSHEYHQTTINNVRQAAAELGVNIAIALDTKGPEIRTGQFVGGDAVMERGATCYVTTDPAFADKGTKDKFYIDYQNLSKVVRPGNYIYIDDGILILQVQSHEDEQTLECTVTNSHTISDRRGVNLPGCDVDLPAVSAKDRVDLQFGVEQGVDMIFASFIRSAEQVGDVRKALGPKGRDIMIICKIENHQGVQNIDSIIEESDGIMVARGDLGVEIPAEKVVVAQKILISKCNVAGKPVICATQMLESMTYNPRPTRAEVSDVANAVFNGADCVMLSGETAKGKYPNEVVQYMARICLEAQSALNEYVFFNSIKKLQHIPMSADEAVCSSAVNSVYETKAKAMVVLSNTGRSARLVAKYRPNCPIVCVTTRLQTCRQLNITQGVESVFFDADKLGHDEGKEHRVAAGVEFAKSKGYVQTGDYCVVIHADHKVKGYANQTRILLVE
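Screened at intermediate enzyme activity to detect both inhibitors and activators: LmPK at 0.1 nM, with a 0.5 nM enzyme column as activation reference. PEP 0.5 mM, ADP 0.1 mM; ATP detected by luminescence after 1 h.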
AmpC inh no detg = AmpC beta-lactamase inhibition without detergent. P00811. AmpC nitrocefin hydrolysis, absorbance 480 nm, 0.0001% Triton. Potency, µM (doses to about 57.1 µM), for the others: top-dose activity change, negative = inhibition, actives largely listed as inhibitors. actives 0.52% (n = 330,000). AID 485341;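 further: potency means the concentration at half of the fitted maximal effect; plate controls were no compound for no effect and no enzyme for full effect; nearly all actives have a fitted effect of over 20% in size; some results filed as inactive show a strong effect at the top dose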
Target sequence (P00811 whole entry, looked up): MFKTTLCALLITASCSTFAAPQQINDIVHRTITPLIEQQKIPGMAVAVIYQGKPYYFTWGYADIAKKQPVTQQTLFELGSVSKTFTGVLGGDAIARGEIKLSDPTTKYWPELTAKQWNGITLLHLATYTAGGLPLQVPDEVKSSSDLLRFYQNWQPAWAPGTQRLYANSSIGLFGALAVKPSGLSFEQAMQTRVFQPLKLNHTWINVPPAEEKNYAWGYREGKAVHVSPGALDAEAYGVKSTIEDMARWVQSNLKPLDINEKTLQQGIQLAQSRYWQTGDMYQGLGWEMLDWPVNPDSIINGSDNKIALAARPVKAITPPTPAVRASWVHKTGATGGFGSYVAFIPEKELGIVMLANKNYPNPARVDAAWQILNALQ
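20 mM phosphate pH 7.0 + 0.01% (detergent screen) or 0.0001% Triton X-100; 5.3 nM AmpC reagent; cpd preinc 15 min RT; nitrocefin (800 uM stock) to start; A480 q20 s × 4 min; Activity was normalised to no-enzyme and no-compound control wells.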
AMA1 RON2 block = disrupts binding of P. falciparum AMA1 to RON2; AlphaScreen AMA1-biotinylated RON2 peptide binding; Potency, µM (top dose mostly 58.2 µM), for inactives: at the highest dose activity change, negative = inhibition, usual class: inhibitors; actives 0.2% (n = 360,000); AID 720542;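 further: potency means the concentration at half of the fitted maximal effect; 0% = vehicle wells and -100% = peptide control; nearly all actives have a fitted effect of over 45% in size; some results filed as inactive show a strong effect at the top dose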
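AMA1 (3D7) with his tag at 25 nM final met compounds first, then biotinylated RON2 peptide at 25 nM; detection used donor plus acceptor beads, 10 µg/mL apiece, read by AlphaScreen after 30 min at room temperature.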
AmpC inh detg = inhibitors of E. coli AmpC beta-lactamase with detergent. AID 485294. AmpC hydrolysis of nitrocefin, absorbance 480 nm, 0.01% Triton. Potency, µM (highest dose often 114 µM), for the others: top-dose activity change, negative = inhibition, most hits filed as inhibitors. actives 0.041% (n = 370,000). P00811;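 further: potency means the concentration at half of the fitted maximal effect; 0% = no-compound wells and -100% = no-enzyme wells; nearly all actives have a fitted effect of over 25% in size; some results filed as inactive show a strong effect at the top dose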
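20 mM phosphate pH 7.0 + 0.01% (detergent screen) or 0.0001% Triton X-100; 5.3 nM AmpC reagent; cpd preinc 15 min RT; nitrocefin (800 uM stock) to start; A480 q20 s × 4 min; Activity was normalised to no-enzyme and no-compound control wells.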
HCMV inh = blocks human cytomegalovirus replication | HFF cells, HCMV-luciferase reporter, 72 h; active compounds read low | activity change, negative = inhibition, % at 57.5 µM | actives 4.5% (n = 410,000) | AID 1259415; in the data active means activity change below about -60%; inconclusive means no clear call, values can overlap the other calls; inactive means above about -39%
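HFF cells seeded 16 h at 37C, treated with compounds, infected with luciferase-reporter HCMV at MOI 1 PFU/cell; luciferase read at 72 h post infection, normalized to buffer-only and Salinomycin controls.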
Tb PYK inh = blocks Trypanosoma brucei pyruvate kinase | AID 624173 | Q57TT1 | Potency, µM (doses to about 76.8 µM), inactives show at the highest dose activity, negative = inhibition, usual class: inhibitors | actives 0.12% (n = 410,000) | TbPYK enzyme, Kinase-Glo Plus ATP luminescence, 45 min; further: potency means the concentration at half of the fitted maximal effect; nearly all actives have a fitted effect of over 50% in size
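ADP (130 uM final) triggers the TbPYK reaction after compound addition; incubation is 45 min at room temperature. Kinase-Glo Plus is then added and luminescence imaged. Normalized data are fitted to concentration-effect curves.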
Sm TGR inh = S. mansoni TGR enzyme inhibition | AID 485364 | Q962Y6 | Potency, µM (series often up to 114 µM), inactives show top-dose activity change, negative = inhibition, hits mostly inhibitors | purified TGR, DTNB reduction, TNB absorbance 405 nm | actives 3% (n = 360,000); further: potency means the concentration at half of the fitted maximal effect; nearly all actives have a fitted effect of over 60% in size
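TGR 20 nM + NADPH 100 uM (dispensed conc.), cpd preinc 15 min RT; start with NADPH (500 uM addition) then DTNB (15 mM addition). Kinetic TNB absorbance, 405 nm filter. Four-parameter Hill fit across titration.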
* hit, by the source's call; u = inconclusive; x = not tested or not shown; [ ] = another dose, or the depositor's remark. Unless noted, the call rests on the fitted dose curve; in most records, active means well fitted curve in the direction sought with a large enough effect; inconclusive means small, poorly fitted or top-dose-only effect, or another doubt; inactive means no such curve, though single readings can be large; an effect the other way counts as inactive or inconclusive. Unless noted, on the % scale 0 is the no-effect control and ±100 the full control effect.

No. | structure | Sm TGR inh | AMA1 RON2 block | AmpC inh no detg | AmpC inh detg | Tb PYK inh | HCMV inh | LmPK inh
1 | CC(C)[C@H](NC(N)=O)C(=O)Nc1cccc(S(=O)(=O)NC2=NCCCCC2)c1 | -14% | 17% | -2% | u | -8% | -7 | x
2 | CCC1=NN(C(=O)c2ccc(C)cc2)C(O)(c2ccc(Br)cc2)C1 (stereo not given) | -4% | 24% | -11% | -14% | 14% | 66 | 1%
3 | CCc1ccccc1NC(=O)c1sc2nc(C)cc(C)c2c1N | -17% | 16% | -23% | -5% | -9% | -4 | 1%
4 | CC(=O)Oc1ccc(C(=O)Nc2cccc(C(=O)c3cccc(NC(=O)c4ccc(OC(C)=O)cc4)c3)c2)cc1 | -11% | -28% | -32% | u | -15% | -25 | 1%
5 | COCCCNc1nc2c(S(=O)(=O)c3ccccc3)nnn2c2ccc(Cl)cc12 | -1% | x | x | 3% | 3% | -12 | x
6 | CCOc1ccc(/C=C/C(O)=C2/C(=O)N(C)C3(C)CC2c2ccccc2O3)cc1OC (stereo not given) | -6% | -12% | 34% | -6% | 4% | -98* | 11%
7 | COc1ccc(N2CCN(Cc3nnc(-c4ccc5c(c4)OCO5)o3)CC2)cc1 | -10% | x | x | 19% | -1% | 0 | x
8 | COc1ccccc1C=NNC(=O)c1ccccc1OCCOc1ccccc1 | x | 7% | -37% | x | 8% | 11 | x
9 | CCN1C(=O)S/C(=C/c2ccsc2)C1=O | -8% | -15% | -11% | 0% | 1% | -31 | -6%
10 | Cc1onc(-c2ccccc2)c1C(=O)OCC(=O)N(C)c1ccccc1 | x | -5% | 11% | x | -3% | -1 | x
11 | CCCn1c(SCC(=O)c2ccc(OC)c(OC)c2)nc2c1c(=O)n(C)c(=O)n2C | -7% | 3% | 3% | -6% | -15% | -12 | 0%
12 | COCc1nnc(NC(=O)c2ccc(Cl)cc2[N+](=O)[O-])s1 | -2% | -6% | -11% | u | -17% | 39 | -1%
13 | Cc1csc(NC(=O)Cc2ccccc2Cl)n1 | -20% | -8% | -23% | 2% | 4% | 5 | -2%
14 | Cc1ccc(-c2nc(C3CCN(S(=O)(=O)c4ccc(C(F)(F)F)cc4)CC3)no2)cc1 | 5% | -15% | -19% | -3% | -5% | -30 | -6%
15 | N#CCCn1cc(/C=N/NC(N)=S)c(-c2ccc(Br)cc2)n1 | 1% | 63%[activator] | 13% | -1% | -3% | -70* | 5%
16 | CCOC(=O)c1c(NC(=O)COc2cccc(C)c2C)sc2c1CCC(CC)C2 (stereo not given) | 9% | x | x | 15% | 2% | 23 | x
17 | COc1ccccc1OCCn1cc(/C=C(\C#N)C(=O)NCc2cccs2)c2ccccc21 | 4% | 9% | -32% | -5% | -12% | 7 | 0%
18 | CCN(C[C@H]1N[C@@](Cc2ccccc2)(C(=O)OC)[C@H]2C(=O)N(Cc3ccccc3)C(=O)[C@@H]12)C(=O)Nc1ccc(F)cc1 | x | -2% | 39% | x | 1% | -18 | x
19 | C/C(CC(=O)Nc1ccccn1)=N\NC(=O)c1ccc([N+](=O)[O-])cc1Cl | 1% | 82%[activator] | -34% | 0% | -2% | -25 | -10%
20 | O=C(NC(=S)Nc1cccc(O)c1)C12CC3CC(CC(C3)C1)C2 | x | 66%[activator] | x | x | 9% | 254 | x
21 | COc1ccc(C2=CC(=O)C[C@H](c3ccc(OC)c(OC)c3)C2)cc1 | -2% | -23% | 97%[activator] | 2% | -3% | 20 | x
22 | CCCN1C(=O)c2cc(C(=O)Nc3ccccc3CC)ccc2C1O (stereo not given) | 10% | 6% | -3% | -13% | 2% | -1 | 2%
23 | COC(=O)c1ccccc1NC(=O)Cn1cnc2c(cnn2-c2ccccc2)c1=O | 6% | -8% | -6% | u | 0% | -14 | 2%
24 | O=C(Cn1cnc2ccccc21)c1ccc(Br)cc1 | 4% | 15% | -27% | -8% | 0% | -34 | -2%
25 | Cc1sc(NC(=O)c2cccc([N+](=O)[O-])c2)c(C(N)=O)c1-c1ccc(C(C)(C)C)cc1 | 2% | 0% | -9% | -11% | -4% | u | 4%
26 | CCn1ncc(C(=O)Nc2ccc(F)cc2)c1C | x | -1% | x | x | 6% | 112 | x
27 | CCOc1cc(C(=S)N2CCCCC2)ccc1OS(=O)(=O)c1ccc(Cl)cc1 | 4% | -18% | -9% | -2% | 0% | -37 | 6%
28 | CCOC(=O)[C@]12CCCC=C1N(Cc1ccco1)C(=O)[C@H](CC(=O)NCCC(C)C)C2 | x | 1% | x | x | -3% | -8 | x
29 | COc1ccc(C2CC(c3cccs3)=NN2C(=O)CSc2nc3c(cnn3-c3ccccc3)c(=O)[nH]2)cc1 (stereo not given) | -10% | -6% | -9% | -8% | 2% | 80 | 3%
30 | CC1(C)CC(=O)C/C(=N\NC(=O)C2C3CCCCC32)C1 (stereo not given) | x | 35%[activator] | -15% | 6% | 2% | 8 | -1%
31 | Cc1cccc2c1NC(C)CC2C (stereo not given) | 7% | u | -12% | -8% | 4% | -3 | -4%
32 | Cc1cc(OCC(=O)NCc2ccncc2)c2c3c(c(=O)oc2c1)CCCC3 | -3% | -1% | 140%[activator] | u | 0% | 0 | -2%
33 | CCOC(=O)CNc1ccc2c(c1)OCO2 | 50µM* | -1% | -8% | u | -21% | -24 | -13%
34 | COc1cc(NC(=O)C(C)(C)C)c(C(=O)OCC(=O)Nc2cc(C)on2)cc1OC | x | 8% | x | x | -3% | 18 | x
35 | CC(C)(C)OC(=O)N1CCC(CC2CC(c3ccccc3)=NO2)(C(=O)NCc2ccccc2)CC1 (stereo not given) | 2% | -3% | 36% | -12% | 1% | 3 | x
36 | COc1cccc(N2CCN(C(=O)c3cccc(NC4=NC5CS(=O)(=O)CC5S4)c3)CC2)c1 (stereo not given) | 8% | 6% | 22% | -3% | -3% | -12 | 0%
37 | CCOC(=O)c1cc(C#N)c(=S)[nH]c1C | 1% | 88%[activator] | -9% | -2% | u | 29 | -6%
38 | COc1cc(C(=S)N2CCOCC2)ccc1OC(=O)c1ccccc1 | u | -11% | 35% | -2% | -12% | 35 | 1%
39 | CSc1ccccc1-c1nnc(NC(=O)c2ccc3c(c2)OCCO3)o1 | 4% | x | x | 6% | 7% | 21 | x
40 | CC(C)[C@H](NC(=O)OCc1ccccc1)C(=O)OCC(=O)NCc1ccco1 | x | -5% | x | x | -9% | -20 | x
41 | Cc1c(C(=O)Nc2ccc(Nc3ccccc3)cc2)cccc1[N+](=O)[O-] | 4% | -26% | -44% | 0% | -6% | -4 | -1%
42 | O=C(CN1C(=O)NC(Cc2c[nH]c3ccccc23)C1=O)Nc1cccc(S(=O)(=O)N2CCCCCC2)c1 (stereo not given) | -10% | -18% | -15% | -14% | -11% | u | 3%
43 | COCCNCC(=O)NCC12CC3CC(CC(C3)C1)C2 | -30% | 9% | 0% | u | -1% | 8 | 4%
44 | CCc1ccc(NC(=O)CCCc2nnc3n(CCCOC)c(=O)c4sccc4n23)cc1 | 1% | x | x | 0% | -1% | u | x
45 | CCOC(=O)c1c(-c2ccc(F)cc2)cn2ccccc12 | 14% | -7% | -9% | 3% | -14% | 42 | 2%
46 | CCOc1ccc(-n2c(-c3ccco3)n[nH]c2=S)cc1 | 5% | -6% | -2% | 6% | u | u | u
47 | Cc1ccc(S(=O)(=O)CCC(=O)Nc2ccccc2C)cc1 | 40µM* | 7% | -11% | -1% | 0% | 7 | 2%
48 | FCCCOc1ccc(/C=N/OCc2ccc(Cl)cc2)cc1 | -10% | 44%[activator] | -34% | 3% | 5% | -21 | -4%
49 | O=C(NCc1ccc2c(c1)OCO2)C1CCCN(S(=O)(=O)c2cccc3cccnc23)C1 (stereo not given) | 2% | 9% | u | -4% | 2% | 21 | 6%
50 | COc1ccc(C(CNS(=O)(=O)c2ccccc2)N2CCN(C)CC2)cc1 (stereo not given) | 1% | 19% | -16% | u | -4% | -23 | x

Exported screen by screen: 2 of the compounds above
#46 CCOc1ccc(-n2c(-c3ccco3)n[nH]c2=S)cc1
#41 Cc1c(C(=O)Nc2ccc(Nc3ccccc3)cc2)cccc1[N+](=O)[O-]
screen / no.	46	41
Sm TGR inh	5%	4%
AMA1 RON2 block	-6%	-26%
AmpC inh no detg	-2%	-44%
AmpC inh detg	6%	0%
Tb PYK inh	u	-6%
HCMV inh	u	-4
LmPK inh	u	-1%

Next part:
No. | structure | Sm TGR inh | AMA1 RON2 block | AmpC inh no detg | AmpC inh detg | Tb PYK inh | HCMV inh | LmPK inh
51 | CCOc1ccccc1NC(=O)CCc1nnc2ccc(N3CCC(C)CC3)nn12 | 1% | 8% | 178%[activator] | u | 0% | -24 | -3%
52 | O=C(N/N=C/c1ccc(F)cc1)c1ccc(Br)cc1 | 2% | 0% | -35% | -5% | -6% | 5 | -1%
53 | COc1ccc(CC(=O)Nc2cccnc2)cc1 | 0% | -7% | -18% | -14% | -6% | -7 | -4%
54 | CCOC(=O)/C=c1\s/c(=C\c2ccccc2C)c(=O)n1CC(=O)NCc1ccc2c(c1)OCO2 | -8% | 10% | -38% | -10% | 5% | 3 | -1%
55 | O=C(N/C=N/OCc1ccc(Cl)cc1Cl)NOCc1ncc(C(F)(F)F)cc1Cl | 1% | -18% | 4% | -14% | 0% | u | 5%
56 | O=C(Nc1nnc(C2=COCCO2)o1)c1ccc(Cc2ccccc2)cc1 | 2% | 33%[activator] | -33% | 3% | 7% | -26 | 0%
57 | CCn1c(CC(=O)Nc2ccccc2)nnc1SCc1nc2ccccc2c(=O)[nH]1 | -7% | 15% | -3% | -8% | -10% | u | 3%
58 | COc1ccc(OC)c(S(=O)(=O)Nc2cccc(C(C)=O)c2)c1 | 2% | -1% | -15% | -17% | -7% | -30 | 0%
59 | Cc1nn(C)c(C)c1S(=O)(=O)N(CC(=O)N1CCc2ccccc2C1)c1ccc(C(C)C)cc1 | 3% | -2% | 32% | u | 1% | -15 | 8%
60 | CC(C)NC(=O)Cc1csc2nc(-c3ccccc3)cn12 | 53%[activator] | x | x | -5% | -1% | 2 | x
61 | Cc1cccc(Cn2c(-c3ccccc3)nc3ccccc32)c1 | 11% | x | x | 12% | -2% | -8 | x
62 | Cc1cn2c(=O)cc(COc3ccc(C(C)(C)C)cc3)nc2s1 | 1% | x | x | -4% | -2% | -19 | x
